Compound activity (PubChem BioAssay)
Luciferase inh: blocks Photinus pyralis firefly luciferase activity | P08659 | purified firefly luciferase, luminescence, 8 min | Potency, µM (top dose mostly 57.1 µM), for the others: at the top dose activity change, negative = inhibition, actives largely listed as inhibitors | 72,000 tested, 2.2% active; note: potency is the fitted concentration of half-maximal effect; % is set by controls: 0 for no effect and ±100 for the full control effect; nearly all actives have a fitted effect of over 40% in size
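qHTS concentration-response profiling: light output of P. pyralis luciferase with luciferin and 10 uM ATP, imidazole buffer pH 7.2. Read by luminescence after 8-min room-temperature incubation.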
Casp1 inh: allosteric or competitive inhibitors of human caspase-1; Potency, µM (series often up to 57.5 µM), inactives show top-dose activity change, negative = inhibition, actives largely listed as inhibitors; AID 900; P29466; Caspase-1 enzyme, Ac-WEHD-AFC fluorogenic rate; 75,000 tested, 0.03% active;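 note: potency is the fitted concentration of half-maximal effect; plate controls were vehicle for no effect and no substrate for full effect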
Target sequence (P29466 120-297 limits assumed): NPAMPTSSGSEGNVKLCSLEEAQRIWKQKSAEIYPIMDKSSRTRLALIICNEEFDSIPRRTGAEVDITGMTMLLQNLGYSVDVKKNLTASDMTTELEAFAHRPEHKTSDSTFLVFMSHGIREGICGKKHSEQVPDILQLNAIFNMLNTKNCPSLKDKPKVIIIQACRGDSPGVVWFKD
Target sequence (P29466 317-404 limits assumed): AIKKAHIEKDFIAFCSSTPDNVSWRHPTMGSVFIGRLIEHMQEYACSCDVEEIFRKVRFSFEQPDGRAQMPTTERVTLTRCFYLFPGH
Tau fil binding: binders of human tau filaments; P10636; AID 596; recombinant tau filaments, thioflavin S fluorescence, 15 h; filaments grown with octadecylsulfate alongside compound; Potency, µM (doses to about 57.1 µM), for the others: at the top dose activity change, negative = inhibition; 71,000 tested, 2% active;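 note: potency is the fitted concentration of half-maximal effect; % is set by controls: 0 for no effect and ±100 for the full control effect; actives lower thioflavin S fluorescence by blocking filaments or displacing dye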
Target sequence (P10636 whole entry, looked up): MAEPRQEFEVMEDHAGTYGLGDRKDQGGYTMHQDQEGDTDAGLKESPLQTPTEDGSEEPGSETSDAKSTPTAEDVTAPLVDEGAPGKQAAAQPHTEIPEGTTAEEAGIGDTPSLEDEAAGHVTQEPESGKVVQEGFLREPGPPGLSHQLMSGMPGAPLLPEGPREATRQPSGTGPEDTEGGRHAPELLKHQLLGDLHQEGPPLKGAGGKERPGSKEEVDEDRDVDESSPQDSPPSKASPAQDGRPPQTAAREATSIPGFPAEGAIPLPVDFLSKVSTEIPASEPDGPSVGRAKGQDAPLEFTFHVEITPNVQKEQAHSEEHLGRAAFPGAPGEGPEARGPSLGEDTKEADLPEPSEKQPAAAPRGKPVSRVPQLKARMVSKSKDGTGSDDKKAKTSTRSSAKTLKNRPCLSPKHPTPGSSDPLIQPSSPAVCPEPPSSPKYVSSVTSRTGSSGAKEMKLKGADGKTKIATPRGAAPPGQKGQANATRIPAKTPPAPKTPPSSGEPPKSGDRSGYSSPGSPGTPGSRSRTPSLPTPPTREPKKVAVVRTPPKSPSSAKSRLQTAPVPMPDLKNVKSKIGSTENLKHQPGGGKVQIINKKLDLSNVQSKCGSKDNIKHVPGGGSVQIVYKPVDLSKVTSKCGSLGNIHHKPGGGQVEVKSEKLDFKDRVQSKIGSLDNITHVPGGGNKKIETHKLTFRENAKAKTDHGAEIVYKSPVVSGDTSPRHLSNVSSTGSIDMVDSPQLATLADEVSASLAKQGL
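Read-out: ThS fluorescence, 450 nm excitation/510 nm emission; lower signal marks blocked filament formation or displaced dye. Tau at 1 uM with 30 uM ODS, 10 uM ThS, 5 mM DTT, 100 mM NaCl, 10 mM HEPES pH 7.4; 15 h, 37 C.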
HADH2 inh: HADH2 (human) dehydrogenase inhibition. Q99714. recombinant HADH2, NADH fluorescence, beta-hydroxybutyryl-CoA. Potency, µM (titrated, usually from 57.1 µM), without a hit: at the highest dose activity change, negative = inhibition, actives largely listed as inhibitors. 73,000 tested, 3.4% active. AID 886; note: potency is the fitted concentration of half-maximal effect; % is set by controls: 0 for no effect and ±100 for the full control effect; nearly all actives have a fitted effect of over 60% in size; many of its hits are not listed in these tables
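E. coli-expressed His-tagged HADH2 tested at 20 nM in alkaline Tris buffer (pH 9.0); oxidation of 90 uM beta-hydroxybutyryl-CoA with 1 mM NAD+ tracked fluorimetrically for 4 min.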
HEK293 cAMP cs: parental HEK293 cAMP activation (counter-screen); 73,000 tested, 2.5% active; AID 938; parental HEK293 CNG cAMP sensor, membrane potential fluorescence; Potency, µM (series often up to 57.1 µM), for inactives: at the top dose activation, usual class: activators; note: potency is the fitted concentration of half-maximal effect; % of control where 0% means no effect; nearly all actives have a fitted effect of over 55% in size
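Parental HEK 293 cells stably expressing a modified CNG channel (no TSHR) report cAMP rise as membrane depolarization. Membrane potential dye with 100 uM RO 20-1724 was loaded for 60 min at room temperature, then compound added for 30 min; fluorescence read at 590 nm.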
TexasRed autofl: Texas Red region autofluorescence. Compound fluorescence, Texas Red channel, 547/618 nm; stronger effect = higher value. max dye-equivalent concentration, M. 59,000 tested, 0.06% active. AID 587; in the data active = max dye-equivalent concentration above about 10 nM; inconclusive = between about 1.1 nM and that limit
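Dye-equivalent concentrations come from scaling compound signal (ex 547, em 618 nm) to six Texas Red standard concentrations run on every plate, after 15 min room-temperature incubation in pH 8.0 Tris (100 mM).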
Casp7 inh: allosteric or competitive inhibitors of human caspase-7; recombinant caspase-7, Ac-DEVD-AFC fluorescence rate; Potency, µM (highest dose often 57.5 µM), for the others: at the top dose activity change, negative = inhibition, actives largely listed as inhibitors; 75,000 tested, 0.02% active; AID 889; P55210; active = well fitted inhibition curve with a large enough effect in the main read-out, with a control signal flat, not every such curve was filed as active; inconclusive = small, poorly fitted or top-dose-only effect, or a change in a side signal; note: potency is the fitted concentration of half-maximal effect; % of control where 0% means no effect
Rhodamine fluor: compound fluoresces in the rhodamine spectral region | Rhodamine-region fluorescence, 547/598 nm, Tris buffer; stronger effect = higher value | max dye-equivalent concentration, M | 59,000 tested, 0.05% active | AID 594; in the data active = max dye-equivalent concentration above about 11 nM; inconclusive = between about 1.1 nM and that limit
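Compounds in 100 mM Tris buffer, pH 8.0, were incubated 15 min at room temperature, then read at 547 nm excitation and 598 nm emission. Fluorescence was normalized against a per-plate six-point rhodamine standard curve as dye-equivalent concentration.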
ERK AVP block: inhibitors of vasopressin-stimulated ERK signaling pathway; HEK293-V1b, vasopressin-stimulated pERK AlphaScreen; Potency, µM (highest dose often 57.5 µM), inactives show top-dose activity, negative = inhibition, actives largely listed as inhibitors; 72,000 tested, 0.99% active; AID 995; note: potency is the fitted concentration of half-maximal effect; % is set by controls: 0 for no effect and ±100 for the full control effect; nearly all actives have a fitted effect of over 55% in size
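V1b-HEK293 cells; cpd 30 min 37C; 25 nM vasopressin 5 min; lyse 10 min; AlphaScreen beads 5 hr RT. Normalized to DMSO basal and 25 nM vasopressin; AC50 by Hill fit.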
USP2a inhib: USP2a (human) protease inhibition; AID 927; 60,000 tested, 0.1% active; O75604; USP2a enzymatic assay, qHTS inhibition; Potency, µM (top dose mostly 38.3 µM), for inactives: top-dose activity change, negative = inhibition, hits mostly inhibitors;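 note: potency is the fitted concentration of half-maximal effect; nearly all actives have a fitted effect of over 60% in size; plate controls were DMSO for no effect and NEM full inhibition control for full effect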
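20 nM USP2 core + cpd, 30 min RT; add 20 nM Ub-PLA2/20 uM NBD C6-HPC; read Ex460/Em535 at 0 h and 2.5 h. Normalized to NEM; qHTS curve fit/classification.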
Fluorescein fluor: fluorescein region autofluorescence. Compound autofluorescence, 480/540 nm, fluorescein-equivalent; stronger effect = higher value. 59,000 tested, 0.91% active. max fluorescein-equivalent concentration, M; in the data active = max fluorescein-equivalent concentration above about 10 nM; inconclusive = between about 1.1 nM and that limit
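Fluorescein stocks ranging 3 mM down to 300 nM, plus DMSO blanks, were pinned alongside compounds to build a per-plate standard curve. Buffer: 100 mM Tris, pH 8.0. Incubation 15 min, room temperature; filters 480/540 nm.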
* hit, by the source's call; i = inactive; ? = inconclusive; · = not tested or not shown; [ ] = dose if it differs, or a comment. Unless noted, calls come from the whole dose curve; as a rule, active = well fitted curve in the direction sought with a large enough effect; inconclusive = small, poorly fitted or top-dose-only effect, or another doubt; inactive = no such curve, though single readings can be large; an effect the other way counts as inactive or inconclusive. A portion of the library. The share of hits here may be higher or lower than overall.

Order of values – USP2a inhib	HEK293 cAMP cs	HADH2 inh	Tau fil binding	Fluorescein fluor	Luciferase inh	Rhodamine fluor	ERK AVP block	TexasRed autofl	Casp1 inh	Casp7 inh
- COc1ccc2cc1Oc1ccc(cc1)C[C@@H]1c3c(cc(OC)c4c3Oc3cc5c(cc3O4)CCN[C@H]5C2)CCN1C
  ·	-29.2%[11.4 µM]	23.5%[11.4 µM]	40.2%[11.4 µM]	i	3.6%[11.4 µM]	i	-17.9%[11.5 µM]	i	-1.8%[11.5 µM]	-5.0%[11.5 µM]
- CC(Nc1ncnc2nc[nH]c12)c1ccccc1 (configuration not stated)
  ·	1.3%	-20.9%	77.5%	·	-17.5%	·	·	·	-4.3%	2.9%
- O=c1[nH]c2c(s1)C(c1ccccc1)C1C3CCC(C3)C1S2 (configuration not stated)
  17.9%	16.9%	1µM*	34.6%	i	1.2%	i	3.1%	i	-10.0%	-1.1%
- CCN(CCCNC(=O)C1CCC(=O)N1Cc1ccc(C)cc1)c1cccc(C)c1 (configuration not stated)
  28.9%	6.3%	-8.0%	-16.5%	i	2.0%	i	10.6%	?	3.8%	1.4%
- O=C(c1cccc(F)c1)N1CCc2ccccc2C1
  -3.2%	0.7%	-2.5%	16.0%	i	-6.7%	i	-24.1%	i	0.5%	1.2%
- C=CCNC(=O)c1cnc2n(c1=O)CCS2
  ·	1.4%	?	-8.4%	·	2.0%	·	·	·	-3.3%	1.4%
- CCOC(=O)N1CCC(N2C(=O)c3ccccc3C2Nc2ccc3c(c2)OCCO3)CC1 (configuration not stated)
  ·	6.4%	-8.1%	?	·	-22.8%	·	?	·	0.5%	-1.5%
- COC(=O)c1ccccc1NC(=O)CN(C)S(=O)(=O)c1ccc(OC)cc1
  0.1%	22.1%	0.4%	5.6%	i	3.4%	i	-7.6%	i	-1.0%	-3.4%
- CCCCN(C(=O)NC(=O)Nc1cccc(C)c1C)S(C)(=O)=O
  9.8%	7.0%	10.1%	0.5%	i	0.2%	i	14.0%	i	-0.7%	-0.3%
- CCCC(=O)Nc1cccc2c1CCCC2
  8.6%	19.8%	-5.8%	-8.2%	?	-0.9%	i	2.1%	?	2.4%	-0.3%
- Cc1ccc(-c2ccc(=O)n(CC(=O)NCCCN3CCCCC3)n2)cc1
  4.7%	21.2%	-16.4%	2.9%	?	1.2%	i	21.1%	i	1.5%	-0.1%
- Cc1onc(-c2ccccc2Cl)c1C(=O)N1CCCCC1C(=O)O (configuration not stated)
  ·	?	-1.5%	-6.3%	·	2.4%	·	·	·	-2.9%	2.1%
- Cc1ccc2c(C(=O)CN3CCSCC3)c(C)[nH]c2c1
  -4.1%	17.4%	8.0%	-7.3%	?	-1.0%	i	6.8%	i	-1.8%	-1.6%
- CCN1CCN(C(=O)c2cc3sccc3n2CC(=O)c2ccccc2)CC1
  7.9%	?	10.6%	16.2%	?	1.2%	i	9.8%	?	0.3%	-0.4%
- CCN(Cc1cc2cc(OC)ccc2[nH]c1=O)C(=O)c1ccncc1
  -1.3%	-5.2%	-7.2%	-6.4%	?	0.8%	i	-13.9%	i	-1.1%	-1.3%
- Cc1noc(C)c1C(=O)NCCCN1CCCC1=O
  -6.1%	3.6%	2.8%	0.8%	i	1.8%	i	-4.2%	i	-0.5%	0.8%
- N#CCSc1nc(-c2ccccc2)cs1
  2.3%	5.4%	-14.7%	5.0%	i	-0.9%	i	-33.3%	i	-0.6%	-1.4%
- Cc1ccc(S(=O)(=O)Oc2cc(S(=O)(=O)O)cc3cc(S(=O)(=O)O)cc(N)c23)cc1
  ·	5.3%[11.4 µM]	-13.1%[11.4 µM]	9.0%[11.4 µM]	?	0.5%[11.4 µM]	i	-3.9%[11.5 µM]	i	1.2%[11.5 µM]	-0.1%[11.5 µM]
- CCOc1ccc(C2C(C(=O)NC)=C(C)Nc3nc4ccccc4n32)cc1OC (configuration not stated)
  ·	1.4%	5.7%	4.1%	·	2.5%	·	·	·	-0.6%	-2.8%
- O=C(c1cccc(F)c1)N1CCCC(C(=O)N2CCCC2)C1 (configuration not stated)
  -1.5%	-4.4%	-4.8%	-2.5%	i	0.0%	i	3.5%	?	0.8%	-0.8%
- COc1ccc(C(=O)Nn2c(SCC(=O)NCc3ccco3)nc3ccccc3c2=O)cc1
  28.0%	20µM*	?	241.8%	i	2.8%	i	?	i	-2.0%	-6.8%
- O=C(NCc1ccncc1)C(F)(F)C(F)(F)C(=O)NCc1ccncc1
  7.5%[7.66 µM]	-1.7%[11.4 µM]	3.9%[11.4 µM]	2.5%[11.4 µM]	·	1.9%	·	11.1%	·	-0.4%	-0.9%
- COc1ccccc1N1CCN(CCCNC(=O)Nc2ccccc2C)CC1
  -0.9%	19.5%	10.6%	-9.2%	i	2.4%	i	-3.5%	i	1.0%	0.9%
- CCc1nnc(NC(=O)C2CCCN(c3nc4ccccc4s3)C2)s1 (configuration not stated)
  4.2%	-0.9%	-0.2%	10.9%	?	2.7%	i	25.0%	i	0.1%	-0.5%
- O=C(O)c1cccnc1SCC(=O)N1CCCCCC1
  -7.9%	2.9%	-0.1%	11.1%	i	1.7%	i	0.6%	i	0.7%	0.6%
- CC(=O)C1C(=O)C=C(c2ccco2)CC1c1ccccc1 (configuration not stated)
  2.7%	?	?	?	i	1.5%	i	9.7%	i	-10.9%	-6.4%
- COc1ccc(-c2nn(-c3ccccc3)cc2C(=O)O)cc1
  ·	3.5%	10.5%	-9.3%	·	1.2%	·	·	·	-0.6%	0.4%
- O=C(Nc1cccc(Cl)c1)N(Cc1nc2ccccc2c(=O)[nH]1)C1CCCC1
  27.0%	8.0%	11.3%	16.3%	?	-9.2%	i	7.8%	i	1.5%	-3.5%
- O=C(NCS(=O)(=O)c1ccccc1)c1ccccc1
  -11.2%	-3.2%	-9.3%	-7.2%	·	-1.2%	·	-7.8%	·	1.0%	1.5%
- CO[C@H]1COC(=O)[C@H](C)NC(=O)C/C=C\[C@@H](C)[C@H](OC)COC(=O)[C@@H](OCc2ccccc2)/C=C\[C@@H]1C
  ·	6.6%[11.4 µM]	-7.8%[11.4 µM]	·	·	-0.5%[11.4 µM]	·	-4.4%[11.5 µM]	·	-1.0%[11.5 µM]	-0.1%[11.5 µM]
- O=C(CCc1nc2ccccc2c(=O)[nH]1)OCC(=O)N1CCN(S(=O)(=O)c2ccccc2)CC1
  10.7%	-7.7%	5.3%	5.3%	?	2.8%	i	?	i	0.7%	-0.4%
- Cc1ccccc1C(=O)Nc1cccc(NC(=O)Cn2cnc3c(=O)n(C)c(=O)n(C)c32)c1
  22.9%	1.8%	-1.6%	-5.7%	i	-8.9%	i	-5.2%	i	0.2%	1.5%
- CN(CC(=O)NC1CCCCC1)S(=O)(=O)c1ccc(Br)s1
  2.8%	6.2%	2.3%	1.8%	?	1.8%	i	22.0%	i	-1.7%	-1.2%
- Cc1ccnc(NC(=O)CCC(=O)N(CC(=O)NC2CCCCC2)CC2CCCO2)c1 (configuration not stated)
  6.4%	14.2%	6.7%	12.9%	i	1.8%	i	-26.7%	i	-2.1%	1.5%
- COc1cccc(OCC(O)CO)c1 (configuration not stated)
  -4.6%	?	-11.7%	-5.6%	i	0.0%	i	-3.9%	i	-0.2%	0.9%
- O=C(O)/C(Cc1ccnc2ccccc12)=N\O
  ·	5.7%[11.4 µM]	-1.8%[11.4 µM]	-0.3%[11.4 µM]	i	-0.6%[11.4 µM]	i	5.5%[11.5 µM]	i	-2.4%[11.5 µM]	0.7%[11.5 µM]
- COc1ccc(-c2ccc(S(=O)(=O)N3CCOCC3)cc2)cc1
  11.3%	11.0%	?	44.1%	i	5.5%	i	-7.0%	i	0.5%	-1.8%
- Nc1c(C(=O)NC2CCCCC2)c2nc3ccccc3nc2n1/N=C/c1ccco1
  12.6%	27.6%	8.3%	34.8%	?	1.9%	i	3.3%	i	-9.0%	-5.9%
- CCOC(=O)N1CCN(CC(=O)Nc2cc(OCC)ccc2OCC)CC1
  6.6%	?	5.4%	7.1%	?	-0.7%	i	?	i	0.7%	-4.6%
- CCCCOC(=O)Nc1nnc(-c2ccccc2OC)s1
  -4.3%	4.0%	81.9%[activator]	23.3%	i	0.6%	i	19.4%	?	2.4%	0.6%
- CC(C(=O)N1CCOCC1)(c1ccccc1)c1ccccc1
  -2.0%	9.1%	14.4%	-3.3%	i	3.1%	i	-22.8%	i	-0.2%	0.6%
